S1P3 antagonist: S1P3 receptor antagonists, primary screen, cell-based | Sphingosine 1-phosphate receptor 3 (Homo sapiens), Q99500 | CHO S1P3 NFAT-BLA reporter, FRET fluorescence, antagonist mode | inhibition, % at 4.98 µM | hit rate 0.27% among 170,000;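 active means inhibition above the plate cutoff, the mean inhibition of test wells on that plate plus 3 SD, cut at about 28% in these data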;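 further: cells challenged with S1P at its EC80 of 0.8 µM; blue over green emission ratio from cleaved BLA substrate after 4 h stimulation; 0% = S1P-stimulated wells and 100% = unstimulated DMSO-only wells; some compounds past the cut are filed as inactive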
ROMK primary: ROMK potassium channel modulators, primary screen, cell-based, thallium flux, MLSMR library | ATP-sensitive inward rectifier potassium channel 1 (Homo sapiens), P48048 | Tet-inducible ROMK, thallium flux fluorescence; actives lie on both sides | B-score at 10 µM | hit rate 2% among 130,000;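 active means signal ratio slope over the read window, or its plate-corrected B-score, at least 3 SD from the plate mean, either direction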;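 further: B-score of the F/F0 ratio slope over 7 to 12 s after thallium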
Target sequence (P48048 whole entry, looked up): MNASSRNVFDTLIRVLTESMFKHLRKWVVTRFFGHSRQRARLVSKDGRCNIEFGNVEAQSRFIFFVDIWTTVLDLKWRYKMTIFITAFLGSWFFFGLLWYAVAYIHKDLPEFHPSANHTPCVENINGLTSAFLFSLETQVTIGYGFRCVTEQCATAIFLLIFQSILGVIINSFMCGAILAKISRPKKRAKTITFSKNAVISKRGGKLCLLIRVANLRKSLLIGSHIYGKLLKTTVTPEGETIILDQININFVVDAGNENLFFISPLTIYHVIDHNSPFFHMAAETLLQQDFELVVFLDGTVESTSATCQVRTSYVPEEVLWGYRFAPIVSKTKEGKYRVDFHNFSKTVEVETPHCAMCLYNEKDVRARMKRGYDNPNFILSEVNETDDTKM
Diaphorase act: compounds boosting diaphorase resazurin reduction – biochemical, uHTS, resorufin fluorescence, counter-screen for diaphorase-coupled primary assays, primary screen | Diaphorase/resazurin coupled assay, 16 min; active compounds read high; 1 = vehicle wells, 0 = NADH-free wells | AID 1229, 2008 | hit rate 0.005% among 190,000 | activation factor at 20 µM;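 active means diaphorase activity raised at least twofold by the compound at 20 µM; inactive means activation factor below 2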
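System – purified diaphorase enzyme from Clostridium kluyveri · Input – enzyme 0.07 U/mL final · Also added – final NADH 0.114 mM, resazurin 0.1 mM · Measured by – fluorescence of resorufin, 544 nm excitation, 590 nm emission · Timing – 16 min enzyme reaction, ambient temperature · Measure – resorufin increase flagging diaphorase activators or reducers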
TR-FRET SRC-2 ct: TR-FRET signal artefacts, primary screen, artefact control for PPARgamma SRC-2 agonist project, biochemical; TR-FRET artefact counter-screen; active compounds read high; TR-FRET ratio at 8 µM; hit rate 0.4% among 200,000; AID 1049, 2008; in the data active means TR-FRET ratio above about 2000; further: inactives centre near 1500
PPARg SRC1 recr: PPARgamma agonists recruiting SRC-1 coactivator, primary screen, biochemical; activation, % at 8 µM; PPARgamma-SRC-1 coactivator recruitment biochemical assay; AID 631, 2007; hit rate 0.41% among 200,000; Peroxisome proliferator-activated receptor gamma (Homo sapiens), P37231; in the data active means activation above about 19%;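 further: 0% = DMSO and 100% = reference agonist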
Target sequence (P37231 whole entry, looked up): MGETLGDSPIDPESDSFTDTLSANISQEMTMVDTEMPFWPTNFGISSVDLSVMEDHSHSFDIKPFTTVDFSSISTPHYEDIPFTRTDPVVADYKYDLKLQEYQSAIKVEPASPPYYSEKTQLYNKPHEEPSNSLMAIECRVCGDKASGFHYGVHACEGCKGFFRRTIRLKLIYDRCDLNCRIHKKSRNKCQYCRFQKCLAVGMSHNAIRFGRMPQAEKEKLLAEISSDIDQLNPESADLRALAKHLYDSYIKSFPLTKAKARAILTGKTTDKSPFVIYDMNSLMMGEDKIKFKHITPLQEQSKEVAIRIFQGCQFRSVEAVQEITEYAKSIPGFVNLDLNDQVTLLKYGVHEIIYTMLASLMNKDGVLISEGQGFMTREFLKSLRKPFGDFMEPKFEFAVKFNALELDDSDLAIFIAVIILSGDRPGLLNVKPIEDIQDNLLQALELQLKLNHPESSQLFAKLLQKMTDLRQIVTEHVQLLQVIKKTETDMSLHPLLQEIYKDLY
PMI act hi M6P: human PMI activators, high substrate, primary screen, biochemical, fluorescence intensity, near-saturating mannose 6-phosphate; Mannose-6-phosphate isomerase (Homo sapiens), P34949; coupled PMI enzyme assay, resazurin fluorescence, 20 min; active compounds read high; 1 = untreated enzyme, 0 = substrate-free blank; activation factor at 20 µM; hit rate 0.34% among 190,000;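 active means activation factor of 2 or more at 20 µM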
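Material: human phosphomannose isomerase with PGI, G6PDH, diaphorase coupling enzymes / Reagent: Man-6-P substrate 1.0 mM / Dosing: single compound dose of 20 µM, 1% DMSO final / Incubation: enzyme reaction with compound 20 min at room temperature / Signal: resorufin fluorescence (Ex 544/Em 590 nm) from resazurin via diaphorase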
G6PDH counter: L. mesenteroides G6PDH inhibitors, counter-screen for G6PDH-coupled screening assays, biochemical, Leuconostoc mesenteroides enzyme. hit rate 0.12% among 200,000. AID 1020, 2008. Purified L. mesenteroides G6PDH, diaphorase/resazurin coupled fluorescence, 45 min. glucose-6-phosphate dehydrogenase [Leuconostoc mesenteroides]. inhibition, % at 5 µM; in the data active means inhibition above about 50%
Diaphorase inh: diaphorase inhibitors and chemical oxidizers, primary screen, counter-screen for diaphorase-coupled primary assays, biochemical, uHTS, resorufin fluorescence; diaphorase resazurin-to-resorufin fluorescence, NADH, 16 min; bacterial (C. kluyveri) enzyme, not human; inhibition, % at 20 µM; hit rate 0.69% among 190,000;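 active means primary screen inhibition at 20 µM above a set limit, cut at about 50% in these data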;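 further: plate controls were DMSO with full reaction for no effect and wells lacking NADH for full effect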
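Assay system: diaphorase enzyme from Clostridium kluyveri; Input: enzyme working solution with 0.14 U/mL diaphorase; Timing: 16 min at room temperature; Technique: resorufin fluorescence, excitation 544 nm, emission 590 nm; Benchmarks: positive control minus NADH, DMSO neutral control.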
PPARg SRC-3 ag: PPARgamma agonists recruiting SRC-3 coactivator, primary screen, biochemical. biochemical PPARgamma/SRC-3 coactivator recruitment assay. activation, % at 8 µM. hit rate 0.26% among 200,000. AID 731, 2007; in the data active means activation above about 23%;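 further: 0% = DMSO and 100% = reference agonist; some compounds past the cut are filed as inactive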
PMI act: activators of human PMI, primary screen, biochemical, fluorescence intensity, near-Km mannose 6-phosphate; Mannose-6-phosphate isomerase (Homo sapiens), P34949; purified human PMI, coupled resazurin fluorescence, 20 min; active compounds read high; 1 = vehicle control, 0 substrate-free wells; activation factor at 20 µM; hit rate 0.005% among 190,000;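 active means activation factor of 2 or more at 20 µM, relative to plate controls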
PPARg SRC-2 ag: agonists of PPARg-SRC-2 recruitment, primary screen, biochemical, HTS; Peroxisome proliferator-activated receptor gamma (Homo sapiens), P37231; PPARgamma LBD-SRC-2 recruitment; activation, % at 8 µM; hit rate 0.34% among 200,000; AID 1032, 2008; in the data active means activation above about 22%;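 further: 0% = vehicle and 100% = reference agonist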
Active calls of the source: *; / = no result given. This is a random part of the collection; about 3.3% have a hit in one of these screens.

SMILES | S1P3 antagonist | ROMK primary | Diaphorase act | TR-FRET SRC-2 ct | PPARg SRC1 recr | PMI act hi M6P | G6PDH counter | Diaphorase inh | PPARg SRC-3 ag | PMI act | PPARg SRC-2 ag
COc1ccc2c(C)cc(N3CCN(c4ccc(F)cc4)CC3)nc2c1 | / | -0.03 | 0.8 | 1584 | 2 | 0.9 | 2 | 15 | 6 | 0.9 | 9
COc1ccc(-c2c3c(nc4sc5c(Cl)nc(C)nc5c24)CCC3)cc1 | / | / | 0.9 | 1599 | 5 | 1 | -2 | 10 | 11 | 1 | 11
Cc1ccc(S(=O)(=O)NCCn2c(C)cc3ccccc32)cc1 | 15 | / | 0.9 | 2803* | 9 | 1 | 6 | 13 | 13 | 0.9 | 9
CCC(C)NCCCOc1ccc(Cl)cc1C(C)(C)C (stereo not given) | -2 | 0.23 | 0.9 | 1660 | 3 | 1.2 | 3 | 11 | 6 | 1.2 | 8
Cc1ccc(CN2CCN(/N=C/c3cccs3)CC2)cc1 | 0 | -0.1 | 0.8 | 1649 | 8 | 0.9 | -8 | 16 | 3 | 1 | 0
O=C1NCCCc2nc(Oc3ccccc3)sc21 | 23 | / | 0.9 | 1517 | 4 | 1 | 1 | 11 | -3 | 1 | -2
COC(=O)c1ccc(NC(=O)Nc2ccc(C)cc2)cc1 | / | / | 0.9 | 1541 | -3 | 0.9 | -6 | 6 | 7 | 1 | 2
Cc1ccc2[nH]c3c(c2c1)CN(C(=O)CN(C)CC1OCCO1)CC3 | / | / | 0.9 | 1509 | 11 | 0.8 | 7 | 8 | 13 | 1 | -3
Nc1nc2nccc(-c3ccco3)n2n1 | -26 | 0.25 | 1 | 1657 | 10 | 1 | 0 | 2 | 5 | 1 | 7
COc1ccc(CCNC(=O)NC23CC4CC(CC(C4)C2)C3)cc1OC | / | / | 1 | 1491 | -2 | 0.9 | 6 | 3 | 0 | 0.9 | -1
CC(C)C1N=C(c2ccc3c(c2)OCO3)CC(c2ccccc2O)N1 (stereo not given) | / | -0.64 | 0.8 | 1644 | 8 | 0.9 | 5 | 16 | 11 | 0.8 | 7
CN(Cc1cccs1)C(=O)CSc1nc(N)cc(N)n1 | -10 | 0.37 | 1 | 1646 | 3 | 1.1 | 2 | 0 | 1 | 1.1 | 4
CCc1ccc(OCC(=O)NC2CC(C)(C)NC(C)(C)C2)cc1 | 14 | 0.13 | 0.9 | 1696 | -2 | 1 | 6 | 6 | 1 | 1 | 3
CCC(=O)Nc1ccc(-c2nn3c(C)nnc3s2)cc1 | -13 | / | / | 1525 | 3 | / | / | / | 6 | / | 7
CC(=O)c1cccc(N(C(=O)c2ccccn2)C(C(=O)NC2CCCCC2)c2cccs2)c1 (stereo not given) | / | / | 1.1 | 1683 | 3 | 1.1 | 3 | -8 | -9 | 1.1 | 6

Some of these compounds in order of the PPARg SRC-3 ag value, descending:
canonical_smiles	S1P3 antagonist	ROMK primary	PMI act hi M6P	PPARg SRC-3 ag	PMI act
Cc1ccc2[nH]c3c(c2c1)CN(C(=O)CN(C)CC1OCCO1)CC3	/	/	0.8	13	1
CCc1ccc(OCC(=O)NC2CC(C)(C)NC(C)(C)C2)cc1	14	0.13	1	1	1
CC(=O)c1cccc(N(C(=O)c2ccccn2)C(C(=O)NC2CCCCC2)c2cccs2)c1 (stereo not given)	/	/	1.1	-9	1.1

Next section:
SMILES | S1P3 antagonist | ROMK primary | Diaphorase act | TR-FRET SRC-2 ct | PPARg SRC1 recr | PMI act hi M6P | G6PDH counter | Diaphorase inh | PPARg SRC-3 ag | PMI act | PPARg SRC-2 ag
Cc1ccc(S(=O)(=O)N2CCCC(C(=O)NCCC3=CCCCC3)C2)cc1 (stereo not given) | / | 0.033 | 0.9 | 1747 | 1 | 1 | 2 | 5 | 4 | 1 | -7
Cc1ccccc1-n1c(=S)[nH]c2nc3c(cc2c1=O)CCCC3 | 6 | 0.51 | 1 | 1366 | -5 | 0.9 | 15 | -2 | 3 | 0.9 | -5
CCNC(=S)N/N=C(\C)c1ccc2c(c1)OCCO2 | 0 | -1.1 | 0.9 | 1593 | 0 | 1.1 | -4 | 9 | -1 | 1.1 | 4
Clc1ccc(-n2nnc(-c3cccnc3Cl)n2)cc1Cl | -10 | / | 0.9 | 1643 | 6 | 1 | 7 | 10 | 6 | 0.9 | 4
CCN1CCN(CCCN(Cc2ccco2)C(=S)Nc2ccc(C)c(Cl)c2)CC1 | -1 | 0.47 | 0.9 | 1706 | 1 | 1 | 1 | 10 | 2 | 0.9 | -5
CCOC(=O)N/N=C/c1ccccc1F | / | -14* | 1 | 1624 | 4 | 1 | 4 | 2 | 10 | 1 | 7
CCOC(=O)C(=NCCCN(C)C)NNc1ccc(Br)cc1 | 2 | / | 0.9 | 1554 | 1 | 1.1 | -2 | 6 | 3 | 1.1 | -4
O=C(NCCc1ccccc1)c1noc2c1CCc1ccccc1-2 | -12 | 0.18 | 0.9 | 1642 | 9 | 0.9 | -5 | 5 | 2 | 0.9 | 10
COC(=O)c1cc(NC(=O)c2ccc(-c3ccccc3)cc2)ccc1Cl | -14 | / | 0.9 | 1304 | 0 | 1 | -4 | 7 | -2 | 1 | -6
O=C(OCn1nnc2ccccc2c1=O)C1COc2ccccc2O1 (stereo not given) | -13 | / | 0.8 | 1538 | 1 | 0.9 | -6 | 15 | 16 | 0.9 | 0
O=C(/C=C/c1ccc(Br)o1)OCc1ccccc1 | / | -0.14 | 0.9 | 1584 | 8 | 1 | -2 | 13 | -1 | 1 | 8
CCOC(=O)c1ccc(NC(=S)NC(=O)COc2ccccc2)cc1 | 0 | / | 0.7 | 1605 | -2 | 0.9 | -3 | 30 | 1 | 1 | -1
Fc1c(F)c(F)c(N/N=C/c2c[nH]c3ccccc23)c(F)c1F | -2 | / | 0.8 | 1598 | 10 | 0.9 | -5 | 21 | -2 | 0.9 | 2
Cn1c(=O)c2c(nc(N3CCOCC3)n2CCc2ccccc2)n(C)c1=O | 8 | 0.078 | 1 | 1723 | 15 | 0.9 | 10 | -4 | -1 | 1 | 0
CCc1ccc(OCC(=O)Nc2cc(S(=O)(=O)CC)ccc2O)cc1 | / | 0.11 | 0.9 | 1482 | 2 | 0.9 | 2 | 6 | 0 | 1 | 8
O=C(NC(N1CCCCCC1)C(Cl)(Cl)Cl)c1ccccc1Cl (stereo not given) | 1 | -0.39 | 0.8 | 1422 | -5 | 1 | -9 | 21 | -8 | 1.1 | -3
CCOc1ccc(C(=O)Nn2cnnc2)cc1 | -10 | 0.02 | 1.1 | 1629 | 4 | 1 | 5 | -5 | -3 | 1.1 | 3
COc1ccc(C2N=C(N)N=C(N)N2c2ccccc2)cc1OC (stereo not given) | 2 | / | 1 | 1513 | -1 | 1 | 12 | 0 | -8 | 1 | -1
Oc1ccc(-c2nccc(-c3ccc(Cl)cc3Cl)n2)cc1 | 11 | 0.18 | 0.8 | 1523 | 0 | 1 | 3 | 19 | 8 | 1 | 4
N#CC1=C(N)OC2=C(C(=O)CCC2)C1c1ccc(OC(=O)N2CCOCC2)cc1 (stereo not given) | -11 | 1.2 | 0.8 | 1416 | 0 | 1 | -7 | 16 | 0 | 0.9 | -4
O=C1c2ccccc2C(=O)N1CCCON1C(=O)c2ccccc2C1=O | -5 | / | 0.9 | 1556 | 6 | 0.9 | -8 | 6 | 3 | 1 | 1
CCC1(C)Cc2ccccc2-c2nc3n(c(=O)c21)CCS3 (stereo not given) | -8 | -0.51 | 0.9 | 1527 | 5 | 1 | 3 | 13 | 7 | 1 | 6
COc1cc2c(cc1NC(=S)Nc1cccc(C(F)(F)F)c1)oc1ccccc12 | / | / | 0.9 | 1442 | -4 | 0.9 | 4 | 11 | 1 | 0.9 | 13
COc1ccccc1-c1cc(C(F)(F)F)nc(N2CCN(c3ccc(F)cc3)CC2)n1 | / | / | 0.9 | 1429 | 5 | 0.9 | 1 | 8 | -9 | 0.9 | -1
CN(Cc1cnn(-c2ccc(F)cc2)c1)Cc1nc(Cc2ccccc2)no1 | -3 | -2.3 | 1 | 1261 | -5 | 0.9 | 12 | 4 | 0 | 0.9 | -17
COc1ccc(N2C(=O)[C@@H]3Cc4ccccc4CN3C2=O)cc1 | 1 | / | 0.9 | 1352 | -10 | 1.1 | 0 | 10 | -12 | 1 | -12
CC(C)Oc1cccc(C(=O)NC(=S)Nc2cccnc2)c1 | 0 | 0.36 | 0.8 | 1711 | 8 | 1 | -10 | 22 | 5 | 0.9 | 7
COc1ccc(OC)c(NS(=O)(=O)Cc2ccccc2)c1 | -1 | / | 1.1 | 1627 | 8 | 0.8 | 7 | -7 | -1 | 0.8 | 7
CCOc1ccc(NC(=O)CCCN2C(=S)NC(C)(C)CC2C)cc1 (stereo not given) | -6 | 0.26 | 1 | 1411 | -4 | 1 | -15 | 0 | 1 | 1 | -3
Cc1cc(C)c2nc3c(c(C(=O)O)c2c1)CCC3 | -12 | / | 1 | 1519 | 4 | 1.2 | 12 | -1 | -7 | 1 | 6
Cc1cccc2cc(CN(Cc3ccco3)C(=O)Nc3cccc(C#N)c3)c(Cl)nc12 | / | / | 0.9 | 1468 | 8 | 1 | 4 | 8 | -2 | 0.9 | -1
C=CC#CC[N+]1(CC#Cc2ccccc2)CCOCC1 | 11 | / | 1.5 | 1598 | 11 | 0.9 | 1 | -47 | -2 | 1.1 | 0
O=S(=O)(c1ccc2ccccc2c1)N(CC(O)COCc1ccco1)c1ccccc1 (stereo not given) | / | -1.8 | 0.8 | 1488 | -5 | 0.9 | 20 | 22 | -5 | 0.9 | 1
CCn1c(SCC(=O)N/N=C/C(C)=C\c2ccco2)nnc1-c1ccccc1 | 6 | 0.42 | 0.8 | 1254 | -7 | 0.5 | 10 | 20 | -4 | 0.9 | -2

Screening data from PubChem.
